Source: PubChem
D1 ag: human D1 receptor agonism; P21728; HEK293 T-REx D1 cells, calcium flux, agonist mode; activation, % at 2 µM; actives 1% (n = 360,000); in the data active = activation above about 30%; also: 0% is about no effect
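Inducible HEK293 T-REx D1 cells, force-coupled to calcium signalling, were plated at 4000 cells/well with tetracycline and held overnight at 30 C. After no-wash calcium dye loading, compound-evoked calcium rise over 180 s flagged agonists.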
D1 PAM: potentiators of human D1 dopamine receptor; HEK293 TREx D1 cells, calcium flux, dopamine EC20 potentiation; potentiation, % at 10 µM; actives 0.036% (n = 360,000); AID 504651; in the data active = potentiation above about 30%; also: 0% is about no effect
Vif-APOBEC3F blk: Vif-A3F binding inhibition; HeLa A3F-eYFP + Vif (tagged APOBEC3F with the HIV-1 protein that degrades it), YFP fluorescence increase; Potency, µM (highest dose often 46.1 µM), for inactives: at the highest dose activity, negative = active; actives 0.2% (n = 390,000); also: potency is read from the fitted curve at half-maximal effect; % of control where 0% means no effect; nearly all actives have a fitted effect of over 65% in size
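HeLa cells stably expressing A3F-eYFP plus Vif, plated and incubated overnight at 37 deg C, then exposed to compounds overnight at 37 deg C. Blocked degradation read as raised yellow fluorescence (Ex 488/Em 500-530).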
RXFP1 agonist: activates the human relaxin receptor RXFP1; Potency, µM (top dose mostly 57.5 µM), for inactives: at the top dose activation, hits mostly activators; HEK293T-RXFP1 cAMP TR-FRET, 30 min; response scale: percent of porcine relaxin response, buffer zero; actives 0.3% (n = 370,000); Q9HBX9; also: potency is read from the fitted curve at half-maximal effect; % is scaled to controls: 0 for no effect and ±100 for the full control effect; nearly all actives have a fitted effect of over 60% in size; many of its hits are not listed in these tables
Target sequence (Q9HBX9 whole entry, looked up): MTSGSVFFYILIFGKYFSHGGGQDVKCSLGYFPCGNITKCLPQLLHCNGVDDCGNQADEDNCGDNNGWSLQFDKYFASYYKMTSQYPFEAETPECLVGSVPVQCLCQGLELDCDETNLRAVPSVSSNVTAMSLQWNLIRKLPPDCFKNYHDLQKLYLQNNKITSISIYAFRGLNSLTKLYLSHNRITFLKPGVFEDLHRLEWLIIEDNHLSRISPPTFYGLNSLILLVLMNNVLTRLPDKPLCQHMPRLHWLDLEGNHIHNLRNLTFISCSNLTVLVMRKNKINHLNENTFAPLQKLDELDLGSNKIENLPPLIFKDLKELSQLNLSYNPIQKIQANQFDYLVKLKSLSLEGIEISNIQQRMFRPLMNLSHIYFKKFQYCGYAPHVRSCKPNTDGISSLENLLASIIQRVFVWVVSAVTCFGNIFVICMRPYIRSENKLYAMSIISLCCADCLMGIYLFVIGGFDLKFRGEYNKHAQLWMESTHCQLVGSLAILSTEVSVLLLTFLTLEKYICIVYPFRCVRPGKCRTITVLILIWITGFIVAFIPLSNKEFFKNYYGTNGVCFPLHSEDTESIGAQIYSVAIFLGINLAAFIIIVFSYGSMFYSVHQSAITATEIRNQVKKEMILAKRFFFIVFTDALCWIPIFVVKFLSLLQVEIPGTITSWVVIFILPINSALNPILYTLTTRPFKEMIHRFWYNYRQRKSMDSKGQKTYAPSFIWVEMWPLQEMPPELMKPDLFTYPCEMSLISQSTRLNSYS
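HEK293T cells stably expressing RXFP1 were pretreated with the PDE4 inhibitor Ro 20174, exposed to compounds for 30 min at 37C, lysed, and cAMP was read by TR-FRET. Data normalized to buffer (basal) and 29 nM porcine relaxin (100%).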
RXFP1 antag: blocks the human relaxin receptor RXFP1; HEK293-RXFP1, relaxin-stimulated cAMP HTRF, 30 min; active compounds read low; activity change, negative = inhibition, % at 57.5 µM; actives 0.59% (n = 350,000); AID 1259400;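 active = activity change of -60% or lower, but not beyond a set lower limit; inconclusive = change between -60% and -40%, or beyond the set limit; inactive = change above -40%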; also: % is scaled to controls: 0 for no effect and ±100 for the full control effect
D1 antag: antagonists of human D1 dopamine receptor; HEK293 TREx D1 cells, calcium flux, dopamine EC80; active compounds read low; activity change, negative = inhibition, % at 10 µM; actives 3.2% (n = 360,000); AID 504652; in the data active = activity change below about -30%; also: % is scaled to controls: 0 for no effect and ±100 for the full control effect
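Kinetic fluorescence of a calcium dye serves as the read-out. D1-expressing Hek293 Trex cells, induced overnight at 30 C, are exposed to compound for 180 s before an EC80 dopamine addition, then read 180 s further.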
D2 PAM: D2 dopamine receptor (human) potentiation; HEK293 T-REx D2, calcium flux, EC20 dopamine potentiation; P14416; potentiation, % at 10 µM; actives 0.34% (n = 340,000);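 active = potentiation over 3 SD above the plate norm, cut at about 30% in these data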; also: 0% is about no effect
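Potentiation of an EC20 dopamine calcium response measured kinetically over 180 s, after a preceding 180 s compound-only read flagging agonists. Cells: inducible Hek293 Trex D2 line, 4000/well, cultured overnight at 30 C before dye loading.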
Vif-A3G inh: blocks the Vif interaction with human APOBEC3G; HeLa A3G-eYFP + Vif (tagged APOBEC3G with the HIV-1 protein that degrades it), YFP fluorescence, overnight; Q9HC16; Potency, µM (highest dose often 46.1 µM), without a hit: top-dose activity, negative = active, usual class: inhibitors; actives 0.076% (n = 410,000);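 also: potency is read from the fitted curve at half-maximal effect; % is scaled to controls: 0 for no effect and ±100 for the full control effect; nearly all actives have a fitted effect of over 60% in size; hits raise eYFP signal because A3G escapes Vif-driven loss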
Target sequence (Q9HC16 whole entry, looked up): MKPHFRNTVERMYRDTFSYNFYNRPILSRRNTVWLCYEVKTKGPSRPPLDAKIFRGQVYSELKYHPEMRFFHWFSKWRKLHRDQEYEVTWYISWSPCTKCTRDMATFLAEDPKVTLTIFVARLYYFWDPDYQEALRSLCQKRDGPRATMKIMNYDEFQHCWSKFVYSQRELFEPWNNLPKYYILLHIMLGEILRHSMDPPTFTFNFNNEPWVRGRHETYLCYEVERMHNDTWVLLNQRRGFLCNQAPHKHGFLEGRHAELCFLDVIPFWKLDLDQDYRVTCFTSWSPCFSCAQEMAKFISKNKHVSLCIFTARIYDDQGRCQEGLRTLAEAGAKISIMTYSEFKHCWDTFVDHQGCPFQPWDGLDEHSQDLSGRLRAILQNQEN
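Read-out is eYFP fluorescence (Ex 488/Em 500-530) from Vif-expressing HeLa A3G-eYFP cells; more signal means A3G escaped Vif-mediated degradation. Cells plated overnight, compound pinned in, incubated overnight at 37 deg C.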
Glioma ERSR ind: induces the endoplasmic reticulum stress response in human glioma cells; U87-MG GRP78 promoter luciferase reporter, 16 h; Potency, µM, inactives show at the top dose activation, usual class: activators; actives 0.02% (n = 420,000); AID 602332; also: potency is read from the fitted curve at half-maximal effect; series mostly up to about 76 µM; % of control where 0% means no effect; nearly all actives have a fitted effect of over 35% in size
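Stably transfected U87-MG glioma cells carrying a GRP78-based luciferase sensor; 16 h compound incubation. Luminescence end-point read 10 min after Bright-Glo addition at room temperature.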
Starred values were filed as active, the others as inactive; ? = inconclusive; · = no result given. Unless noted, calls follow the shape of the dose curve; as a rule, active = well fitted curve in the direction sought with a large enough effect; inconclusive = small, poorly fitted or top-dose-only effect, or another doubt; inactive = no such curve, though single readings can be large; an effect the other way counts as inactive or inconclusive. Only part of the results is shown (hit frequency here may not be typical).

1: COCCCNC(=O)/C(C#N)=C1\N=C(NC(=O)c2cccs2)c2ccccc21
2: CCCS(=O)(=O)N1CCN=C1SCc1cccnc1
3: Cc1onc(-c2ccccc2)c1C(=O)NCC1COc2ccccc2O1 (configuration not stated)
4: CC1(C)C(=O)OC(c2cccc([N+](=O)[O-])c2)C2(CCCCC2)C1=O (configuration not stated)
5: COCCn1c(SCC(N)=O)nnc1-c1c[nH]c2ccccc12
6: Cc1ccsc1CN(C)C(=O)CN1C(=O)NC2(CCCCC2C)C1=O (configuration not stated)

assay / compound,1,2,3,4,5,6
D1 ag,2,-1,1,3,2,3
D1 PAM,0,-2,2,5,·,·
Vif-APOBEC3F blk,-6%,4%,2%,2%,-11%,1%
RXFP1 agonist,1.2%,0.3%,-1.0%,-0.1%,0.0%,-0.4%
RXFP1 antag,3,2,-7,3,-2,-5
D1 antag,5,14,4,-3,20,-3
D2 PAM,10,-1,3,2,·,3
Vif-A3G inh,-6%,5%,-4%,0%,1%,1%
Glioma ERSR ind,5%,-3%,0%,-3%,-4%,0%

Compound profiles, from the list above. Order of screens: D1 ag	D1 PAM	Vif-APOBEC3F blk	RXFP1 agonist	RXFP1 antag	D1 antag	D2 PAM	Vif-A3G inh	Glioma ERSR ind
Shown for COCCCNC(=O)/C(C#N)=C1\N=C(NC(=O)c2cccs2)c2ccccc21 = 2	0	-6%	1.2%	3	5	10	-6%	5%
Shown for CC1(C)C(=O)OC(c2cccc([N+](=O)[O-])c2)C2(CCCCC2)C1=O (configuration not stated) = 3	5	2%	-0.1%	3	-3	2	0%	-3%
Shown for CCCS(=O)(=O)N1CCN=C1SCc1cccnc1 = -1	-2	4%	0.3%	2	14	-1	5%	-3%
Shown for COCCn1c(SCC(N)=O)nnc1-c1c[nH]c2ccccc12 = 2	·	-11%	0.0%	-2	20	·	1%	-4%

More compounds
7: COc1ccc(C)cc1NC(=O)COC(=O)c1ccc2ccccc2n1
8: COc1cccc(C(=O)Nc2cccc(OCC(=O)c3ccccc3)c2)c1
9: CCOC(=O)c1sc2nc[nH]c(=O)c2c1C
10: O=S(=O)(c1cccc(-c2cn3ccccc3n2)c1)N1CCCC1
11: C/C(=N\NC(=O)c1ccccc1OCc1ccc(F)cc1)c1ccccn1
12: COC(=O)c1ccccc1S(=O)(=O)N1CCCC(c2nc3c(nnn3Cc3ccc(C)cc3)c(=O)[nH]2)C1 (configuration not stated)

assay / compound,7,8,9,10,11,12
D1 ag,1,5,0,0,2,2
D1 PAM,-1,-2,-2,16,-6,1
Vif-APOBEC3F blk,-6%,7%,-1%,-4%,?,12%
RXFP1 agonist,2.1%,3.8%,3.8%,0.0%,0.1%,0.8%
RXFP1 antag,-2,-16,2,-36,-13,-7
D1 antag,6,-5,-11,-4,-7,2
D2 PAM,-3,-6,1,·,-7,-2
Vif-A3G inh,?,-17%,3%,0%,-16%,-5%
Glioma ERSR ind,-6%,-2%,4%,6%,20%,1%

13: Cn1c(=O)cc(OCC(=O)NCc2ccc(F)cc2Cl)c2ccccc21
14: Cc1ccc(S(=O)(=O)NN2C(=O)/C(=C\c3ccc(Cl)cc3)SC2=S)cc1
15: O=C1CN(C(=O)c2ccccc2F)C(c2ccccc2)c2cc(F)ccc2N1 (configuration not stated)
16: CC(NC(=S)NC(=O)c1ccccc1)c1ccccc1 (configuration not stated)
17: N#CC(C#N)=Cc1cnc(N2CCN(c3ccccc3)CC2)s1
18: COCCn1c(-c2ccc(OC)c(OC)c2)nc2ccccc21

assay / compound,13,14,15,16,17,18
D1 ag,1,5,3,·,7,3
D1 PAM,-1,-4,-5,·,-5,-5
Vif-APOBEC3F blk,-4%,-10%,3%,-12%,?,-9%
RXFP1 agonist,1.0%,1.4%,-1.1%,·,-1.9%,2.1%
RXFP1 antag,·,-10,-5,-8,1,-2
D1 antag,1,-23,10,·,-6,3
D2 PAM,6,-5,8,·,0,12
Vif-A3G inh,6%,-3%,0%,-1%,-11%,0%
Glioma ERSR ind,-1%,-2%,-7%,6%,6%,1%

19: Cn1nc(-c2ccc(Cl)cc2)c2cc(C(=O)NCc3ccco3)sc21
20: O=C(O)[C@H]1CCCC[C@H]1C(=O)Nc1ccc(S(=O)(=O)N2CCOCC2)cc1
21: Cc1ccc(/C(O)=C2/C(=O)C(=O)OC2c2ccc(Cl)cc2)cc1 (configuration not stated)
22: CC1CCC2(CC1)NC(=O)N(CC(=O)N(Cc1ccccc1)C(C)(C)C)C2=O (configuration not stated)
23: Cc1nn(C(C)C(=O)N2CCOCC2)c(C)c1[N+](=O)[O-] (configuration not stated)
24: Cc1cc(C(=O)Nc2cc(S(C)(=O)=O)ccc2Cl)c(C)o1

assay / compound,19,20,21,22,23,24
D1 ag,3,2,1,1,1,·
D1 PAM,2,-6,-4,-10,0,·
Vif-APOBEC3F blk,-8%,5%,-2%,-2%,-6%,-5%
RXFP1 agonist,2.4%,8.9%,16%,2.8%,1.9%,·
RXFP1 antag,·,-4,7,2,-5,-8
D1 antag,2,-5,14,-10,-2,·
D2 PAM,4,0,-14,·,-1,·
Vif-A3G inh,-18%,-2%,-1%,1%,0%,1%
Glioma ERSR ind,2%,-5%,0%,-2%,-4%,-4%

Rewritten with each value named: part of the list above
19: Cn1nc(-c2ccc(Cl)cc2)c2cc(C(=O)NCc3ccco3)sc21
- D1 ag = 3
- D1 PAM = 2
- Vif-APOBEC3F blk = -8%
- RXFP1 agonist = 2.4%
- RXFP1 antag = ·
- D1 antag = 2
- D2 PAM = 4
- Vif-A3G inh = -18%
- Glioma ERSR ind = 2%

21: Cc1ccc(/C(O)=C2/C(=O)C(=O)OC2c2ccc(Cl)cc2)cc1 (configuration not stated)
- D1 ag = 1
- D1 PAM = -4
- Vif-APOBEC3F blk = -2%
- RXFP1 agonist = 16%
- RXFP1 antag = 7
- D1 antag = 14
- D2 PAM = -14
- Vif-A3G inh = -1%
- Glioma ERSR ind = 0%

Next compounds:
25: CCOc1ccc2nc(NC(=O)c3cnccn3)sc2c1
26: COc1ccccc1N1CCN(C(=O)C(Cc2ccccc2)NC(=O)C2CCCCC2)CC1 (configuration not stated)
27: Cc1ccc(CNC(=O)CS(=O)Cc2nc(-c3ccccc3C)oc2C)cc1 (configuration not stated)
28: CCOc1ccccc1NC(=O)c1ccc2c(c1)C(=O)N(CC)C2=O
29: CC1=NN(C(=O)COc2ccc(C)c(C)c2)C(O)(c2ccc(Cl)cc2)C1 (configuration not stated)
30: Cc1ccc(S(=O)(=O)Nc2ccccc2C(=O)Nc2ccc(S(=O)(=O)Nc3nccc(C)n3)cc2)cc1

assay / compound,25,26,27,28,29,30
D1 ag,5,2,2,4,2,2
D1 PAM,1,6,6,-3,2,-6
Vif-APOBEC3F blk,1%,-3%,6%,2%,-4%,-9%
RXFP1 agonist,-1.5%,0.5%,1.2%,6.6%,4.4%,5.6%
RXFP1 antag,5,-11,3,9,33,18
D1 antag,13,1,5,-2,15,11
D2 PAM,1,·,-15,5,13,0
Vif-A3G inh,4%,-4%,-5%,0%,-5%,-2%
Glioma ERSR ind,-2%,-2%,-2%,-4%,-2%,-3%

31: CC(C)(C)C1=C(C#N)C(c2cc3c(cc2Br)OCO3)C(C#N)=C(N)O1 (configuration not stated)
32: CCn1c(SCC(N)=O)nc2cc(S(=O)(=O)N3CCOCC3)ccc21
33: S=C1NCN(C2CCCCC2)CN1c1ccccc1
34: Cc1nn(Cc2ccccc2)c(Cl)c1/C=C/C(=O)OC(C)C(=O)N1CCCC1 (configuration not stated)
35: COc1ccc(/C=N/Nc2nc3ccccc3[nH]2)cc1OC
36: CC(C)(C)c1csc(NC(=O)c2ccncc2)n1

assay / compound,31,32,33,34,35,36
D1 ag,1,2,2,2,-1,18
D1 PAM,1,0,3,3,-3,-8
Vif-APOBEC3F blk,-8%,6%,8%,-9%,-2%,-6%
RXFP1 agonist,5.8%,0.7%,0.8%,-4.1%,0.0%,0.8%
RXFP1 antag,-14,-10,3,-9,-17,-6
D1 antag,4,-15,2,8,-10,-14
D2 PAM,-9,9,-3,9,0,17
Vif-A3G inh,1%,2%,1%,0%,0%,-2%
Glioma ERSR ind,-2%,-5%,-3%,-6%,2%,1%

37: Cc1ccccc1-c1nc(CS(=O)(=O)CC(=O)NC2CCCCC2C)c(C)o1 (configuration not stated)
38: O=C(O)c1ccc2c(c1)S(=O)(=O)c1cc(N3CCN(c4ncccn4)CC3)ccc1C2=O
39: O=C(CSc1nc(CCC2CCCC2)nc2ccccc12)NCc1ccc2c(c1)OCO2
40: CCCCNC(=O)CNC(=O)c1nn(-c2ccc(OC)c(OC)c2)c(=O)c2ccccc12
41: O=[N+]([O-])c1ccc(NC(=S)NCCc2ccc(Cl)cc2)cc1
42: CCN(CC)S(=O)(=O)c1cccc(C(=O)c2c(C)cc3ccccn23)c1

assay / compound,37,38,39,40,41,42
D1 ag,7,·,27,·,15,11
D1 PAM,1,·,-5,·,-12,4
Vif-APOBEC3F blk,0%,-9%,-16%,-6%,-24%,1%
RXFP1 agonist,-2.8%,·,9.8%,·,-0.4%,0.0%
RXFP1 antag,12,-11,-12,-4,·,-8
D1 antag,18,·,-8,·,-23,-16
D2 PAM,0,·,·,·,-4,14
Vif-A3G inh,6%,1%,-27%,1%,-10%,-1%
Glioma ERSR ind,-1%,-2%,-1%,-4%,7%,-3%

43: C=CCOc1ccc(/C=N/Nc2ccccn2)cc1OC
44: CCN1CCN(c2ccc(NC(=O)c3ccco3)cc2Cl)CC1
45: CCCC(=O)Nc1c2c(nn1-c1cccc(Cl)c1)CS(=O)(=O)C2
46: Cc1cc(C)cc(NC(=O)CCN2CCOCC2)c1
47: CC1CCC(NC(=O)CN2C(=O)NC3(CCCCCC3)C2=O)CC1 (configuration not stated)
48: O=C(CSc1nc2c(cnn2-c2cccc(Cl)c2)c(=O)[nH]1)NCCC1=CCCCC1

assay / compound,43,44,45,46,47,48
D1 ag,3,3,1,2,1,2
D1 PAM,0,-11,-6,1,0,0
Vif-APOBEC3F blk,?,1%,1%,0%,-3%,0%
RXFP1 agonist,1.2%,1.1%,2.3%,1.5%,-0.2%,1.8%
RXFP1 antag,-18,11,-4,7,7,0
D1 antag,-15,-5,10,9,-21,-10
D2 PAM,·,-4,·,1,1,15
Vif-A3G inh,-5%,2%,-7%,2%,3%,-4%
Glioma ERSR ind,4%,-3%,-3%,5%,-1%,-1%
